Screens from PubChem.
Cardiac RTF inh – cardiac RTF calcium desensitization; P19429+P45379; IANBD-labeled cardiac RTF, Ca2+ fluorescence; inhibition, % at 7.15 µM; 340,000 compounds, 0.12% hits; AID 493244;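 active means inhibition above the mean inhibition of all tested compounds plus 3 SD, cut at about 17% in these data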;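 further: assay run at fixed EC70 calcium of 1.6 mM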
Rtt109 HAT inh – C. albicans Rtt109 histone acetyltransferase inhibition. AID 540336. purified Rtt109/Vps75, ThioGlo CoA-SH fluorescence, 4 h. Q5AAJ8. inhibition, % at 34.9 µM. 330,000 compounds, 0.16% hits;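 active means inhibition of at least 50% in every replicate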
Target sequence (Q5AAJ8 whole entry, looked up): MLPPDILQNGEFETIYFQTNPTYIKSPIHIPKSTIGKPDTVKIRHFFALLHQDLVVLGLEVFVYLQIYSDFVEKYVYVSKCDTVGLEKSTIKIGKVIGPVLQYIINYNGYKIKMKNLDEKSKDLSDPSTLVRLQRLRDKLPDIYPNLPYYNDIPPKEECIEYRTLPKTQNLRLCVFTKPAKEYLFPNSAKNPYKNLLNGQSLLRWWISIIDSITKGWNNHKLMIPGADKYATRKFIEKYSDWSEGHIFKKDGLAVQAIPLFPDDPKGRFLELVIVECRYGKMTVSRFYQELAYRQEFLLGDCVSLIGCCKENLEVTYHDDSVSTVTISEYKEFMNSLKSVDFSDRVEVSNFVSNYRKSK
DAGLB inhibitor – diacylglycerol lipase beta (human) inhibition; AID 504411; 340,000 compounds, 0.059% hits; Q8NCG7; inhibition, % at 5.17 µM; HEK293T DAGLB membrane lysate, EnzChek fluorogenic substrate; in the data active means inhibition above about 34%;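 further: 0% = enzyme with vehicle and 100% = wells lacking enzyme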
CAL PDZ FP-1 – CAL PDZ (human) peptide binding inhibition; 300,000 compounds, 0.92% hits; Q9HD26; AID 602252; inhibition, % at 24.9 µM; purified CAL PDZ, TMR-peptide fluorescence polarization, 1 h;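 active means mean inhibition of at least 30% with at least half of replicates also reaching 30%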;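 further: 0% = DMSO neutral control and 100% = excess unlabeled competitor peptide PRC23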
Keap1 Nrf2 FP – inhibitors of human Keap1-Nrf2 protein-protein interaction; inhibition, % at 9.4 µM; Q14145; 340,000 compounds, 0.15% hits; Keap1 Kelch-Nrf2 peptide fluorescence polarization, 1536-well; in the data active means inhibition above about 12%;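 further: human Keap1 Kelch domain with fluorescein labeled Nrf2 9mer peptide probe; 0% = neutral control wells and 100% = peptide positive control; higher means more block of Keap1 binding to Nrf2 peptide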
Target sequence (Q14145 whole entry, looked up, the tested form may be a part): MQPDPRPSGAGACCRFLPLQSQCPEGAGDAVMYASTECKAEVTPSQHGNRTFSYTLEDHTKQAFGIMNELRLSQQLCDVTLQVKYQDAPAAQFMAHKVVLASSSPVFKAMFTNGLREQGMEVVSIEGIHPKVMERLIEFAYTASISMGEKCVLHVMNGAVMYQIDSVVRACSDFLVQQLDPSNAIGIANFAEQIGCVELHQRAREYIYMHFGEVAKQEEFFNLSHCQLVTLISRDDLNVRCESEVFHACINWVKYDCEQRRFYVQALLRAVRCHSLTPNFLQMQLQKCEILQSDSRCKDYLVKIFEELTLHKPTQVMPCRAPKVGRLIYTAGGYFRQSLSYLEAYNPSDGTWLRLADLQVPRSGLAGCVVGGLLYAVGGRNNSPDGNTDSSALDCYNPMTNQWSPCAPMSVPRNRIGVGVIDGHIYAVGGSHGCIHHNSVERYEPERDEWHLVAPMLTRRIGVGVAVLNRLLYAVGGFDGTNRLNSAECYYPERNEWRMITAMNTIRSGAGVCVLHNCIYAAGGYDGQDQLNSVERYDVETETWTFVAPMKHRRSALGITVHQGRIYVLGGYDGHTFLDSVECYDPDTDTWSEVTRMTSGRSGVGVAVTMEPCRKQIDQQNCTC
CAL PDZ FP-2 – blocks peptide binding to human CAL PDZ domain; Q9HD26; purified CAL PDZ, TMR-peptide fluorescence polarization, 1 h; inhibition, % at 20 µM; 330,000 compounds, 0.02% hits; AID 504414;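 active means highest replicate inhibition of at least 40%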;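 further: plate controls were DMSO neutral control wells for no effect and unlabeled competitor peptide control wells for full effect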
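Assay system – tagged CAL PDZ protein CerCALP, purified · Timing – 1 h at RT · Compound – single point, 20 µM · Measured by – fluorescence polarization from S- and P-plane intensities, G-factor corrected · Evaluation – inhibition from polarization loss · Probe or stimulus – TMR reporter peptide T*-PRC34 · Buffer or medium – pH 7.4 phosphate-saline buffer, reducing agent, detergent, IgG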
SR-BI DiI-HDL act – SR-BI HDL lipid transfer activation. CHO ldlA[mSR-BI] cells, DiI-HDL uptake fluorescence, 3 h; 100 = double the neutral-control signal. activation, % at 12.5 µM. 320,000 compounds, 0.096% hits. AID 504775;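 active means mean replicate activation of at least 60% and every replicate at or above 60%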;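 further: 0% = median plate neutral-control signal and 100% = twice that signal; values of inactives mirror those of a sister screen read the other way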
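Material: SR-BI-overexpressing, LDLR-lacking CHO cells | Dosing: Single compound concentration, delivered by pin transfer | Probe or stimulus: Labelled HDL, 10 µg/mL | Signal: Bottom-read cell fluorescence after medium removal, ex 550/em 595 nm | Schedule: 3 h, 37 °C | Evaluation: HDL uptake via cellular fluorescence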
PKA-R2B activ – PKA-R2B complex activation | PKA-R2B holoenzyme dissociation, Cy5-IP20 fluorescence polarization; R2B truncated from residue 108, S112A mutant; 0% DMSO only, 100% 113 µM cGMP | 340,000 compounds, 0.079% hits | P22694+P31323 | AID 504700 | activation, % at 11.4 µM;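 active means activation above a cutoff set at the mean over all compounds plus 3 SD, cut at about 18% in these data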;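 further: higher means more holoenzyme dissociation and a rise in polarization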
cardiac RTF act – increases calcium sensitivity of human cardiac regulated thin filaments. P19429+P45379. IANBD-labeled TnC RTF fluorescence at EC20 calcium; 0% EC20 calcium, 100% full calcium. activation, % at 7.2 µM. 340,000 compounds, 0.24% hits. AID 493008;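 active means activation above the mean over all tested compounds plus 3 SD, cut at about 30% in these data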;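 further: rise in fluorescence read as greater calcium sensitivity of cardiac thin filaments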
LANA DNA inh – blocks KSHV LANA C-terminal domain binding to DNA | MBP-C-LANA/FAM-LBS DNA binding, fluorescence polarization | inhibition, % at 9 µM | 340,000 compounds, 0.078% hits;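 active means highest replicate inhibition at or above 60% at 9 µM, even if other replicates fall short; inactive means all replicates below 60% inhibition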;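 further: 0% = neutral control wells and 100% = 4 µM acridine orange control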
* = called active by the depositor; . = not tested or not shown.

SMILES	Cardiac RTF inh	Rtt109 HAT inh	DAGLB inhibitor	CAL PDZ FP-1	Keap1 Nrf2 FP	CAL PDZ FP-2	SR-BI DiI-HDL act	PKA-R2B activ	cardiac RTF act	LANA DNA inh
Cc1cc(NC(=O)COC(=O)c2ccccc2S(=O)(=O)N(C)c2ccccc2)no1	2.2	7.8	1.0	1.7	-3.4	0.2	-16.9	-2.5	-2.9	-0.5
Cc1ccc(SCc2ccc(C(=O)Nc3nccs3)o2)cc1	0.4	6.7	-4.4	8.1	-1.9	-0.7	7.0	1.6	-3.8	-0.7
COc1cc(/C=N/NC(=S)Nc2cccc(C(=O)O)c2)ccc1O	3.6	1.7	0.5	-1.5	3.2	-0.1	-12.4	-4.5	-4.4	-0.6
CCCCOc1nc(N2CCOCC2)nc(C)c1[N+](=O)[O-]	-2.3	0.1	-8.5	1.7	-5.1	0.1	-42.9	-4.2	-2.4	1.9
CC1(C)C2CCC1(CS(=O)(=O)NCc1ccc(S(N)(=O)=O)cc1)C(=O)C2 (stereo unspecified)	-7.9	-2.2	-0.9	2.4	1.9	-2.2	7.6	4.9	-2.0	-1.1
O=C(c1ccco1)N1CCC(c2nc(-c3ccccc3Cl)no2)CC1	-12.8	6.0	-2.3	.	3.8	-0.8	14.7	-5.0	2.1	0.6
O=C1c2ccccc2C(O)(c2ccccc2)N1c1ccc([N+](=O)[O-])cc1Cl (stereo unspecified)	-3.7	1.9	10.9	.	-7.5	-0.6	-9.6	-4.8	-4.4	0.1
COc1ccccc1C1=NOC(C)(c2sc(-c3ccc(Cl)cc3)nc2C)C1 (stereo unspecified)	1.0	-3.8	-12.7	-4.2	2.9	-0.8	-1.0	-6.0	0.2	0.6
Cc1ccnc(Sc2ccc([N+](=O)[O-])cn2)n1	2.5	1.0	-0.1	3.2	0.8	-0.1	29.8	-0.1	-5.9	-1.7
CC(=O)N1CCN(C(=S)NCc2ccccc2)CC1	-12.6	-3.9	2.7	-4.0	1.1	-1.2	8.6	-0.3	-2.0	1.7
Cc1onc(-c2c(Cl)cccc2Cl)c1C(=O)N=C(N)N1CC(C)OC(C)C1 (stereo unspecified)	0.6	3.0	-1.9	.	-1.4	-1.3	3.7	-5.0	-0.2	0.7
Cc1ccccc1NC(=O)CSc1nc(O)cc(=O)n1C	-4.2	-8.2	-0.8	-4.4	0.1	0.6	14.1	-6.2	-6.3	-0.1
COc1ccc(CCN(C)CCC(=O)Nc2c(C)cc(C)cc2C)cc1OC	-0.9	1.7	0.4	-4.2	-0.4	0.1	14.5	5.3	-4.7	-3.5
C/C(=N\NC(=O)c1cccc(O)c1)c1ccc(NC(=O)Cc2ccccc2)cc1	-3.4	-4.5	-1.3	-2.3	-6.4	-2.0	-20.0	1.3	0.2	0.0
CC(=O)N(C)c1ccc(NC(=O)C(c2ccccc2)c2ccccc2)cc1	-1.2	-0.4	-0.1	12.9	7.5	-0.1	5.9	13.3	-6.9	-1.7
O=C(CCSc1ccc(Br)cc1)Nc1cccnc1	6.3	4.4	1.6	-1.5	-0.8	-2.0	-1.8	-5.3	0.0	0.2
CC(=O)Nc1ccc(S(=O)(=O)NCC2CCC(C(=O)NCCc3ccccc3)CC2)cc1 (stereo unspecified)	1.9	-9.3	1.0	1.6	0.9	-0.8	7.8	-4.4	-4.4	-0.8
Nc1cc(-c2ccc(Cl)cc2)nn1S(=O)(=O)c1ccccc1	-1.9	-5.3	-3.4	.	-1.8	-1.8	6.0	-11.7	-3.4	-1.3
Cc1ccc(C(=O)Nc2nnc(-c3ccc(C(C)(C)C)cc3)s2)cc1	-3.7	.	-2.2	-2.4	-0.2	-2.9	12.6	-3.9	3.5	-2.4
O=C(COc1ccccc1)N=C1SC2CS(=O)(=O)CC2N1Cc1ccccc1 (stereo unspecified)	-1.9	-2.0	2.4	2.3	1.7	-0.8	-5.2	3.8	-1.2	-0.1
CN(C)S(=O)(=O)c1ccc(C(=O)NC(=O)CSc2ccccc2)cc1	0.3	-7.8	-0.6	-3.9	-3.1	-1.7	6.8	-7.2	-2.0	-1.3
Cc1cccc(-n2c(=O)c3c4c(sc3n3c(=S)[nH]nc23)CCC4)c1	.	14.3	.	-11.5	-7.7	0.4	26.7	.	.	0.3
CC(=O)c1ccccc1NC(=O)CCNC(=O)c1ccco1	-32.2	-11.3	-2.1	-1.0	-3.6	-2.6	.	-12.9	3.9	2.6
COc1ccc(C(=O)Nc2cc3c(cc2N2CCOCC2)n(C)c(=O)n3C)cc1OC	-3.5	-8.4	-1.6	.	-5.6	0.3	9.4	-2.1	-1.1	-1.4
Cc1ccn(CC(=O)N2CCCC(N3CCN(c4ccc(F)cc4)CC3)C2)n1 (stereo unspecified)	-11.4	-1.6	-0.2	-7.3	-8.3	-1.4	-5.3	1.2	-2.7	0.5

Two records picked at random from the list so far:
SMILES	Cardiac RTF inh	Rtt109 HAT inh	DAGLB inhibitor	CAL PDZ FP-1	Keap1 Nrf2 FP	CAL PDZ FP-2	SR-BI DiI-HDL act	PKA-R2B activ	cardiac RTF act	LANA DNA inh
CC1(C)C2CCC1(CS(=O)(=O)NCc1ccc(S(N)(=O)=O)cc1)C(=O)C2 (stereo unspecified)	-7.9	-2.2	-0.9	2.4	1.9	-2.2	7.6	4.9	-2.0	-1.1
Cc1ccc(SCc2ccc(C(=O)Nc3nccs3)o2)cc1	0.4	6.7	-4.4	8.1	-1.9	-0.7	7.0	1.6	-3.8	-0.7

Sorted by value in Rtt109 HAT inh (high to low): some entries from above
compound | Rtt109 HAT inh
Cc1ccc(SCc2ccc(C(=O)Nc3nccs3)o2)cc1 | 6.7
O=C(CCSc1ccc(Br)cc1)Nc1cccnc1 | 4.4
CCCCOc1nc(N2CCOCC2)nc(C)c1[N+](=O)[O-] | 0.1

(list continues)
SMILES	Cardiac RTF inh	Rtt109 HAT inh	DAGLB inhibitor	CAL PDZ FP-1	Keap1 Nrf2 FP	CAL PDZ FP-2	SR-BI DiI-HDL act	PKA-R2B activ	cardiac RTF act	LANA DNA inh
Fc1ccc(CNC(=S)Nc2cccc(Cl)c2)cc1	-1.5	-4.9	0.3	-2.1	4.1	-1.3	-8.6	-11.2	0.7	0.9
CC(C)(C)c1nnc(N/N=C/c2ccc(Br)cc2)n(N)c1=O	-1.2	0.8	-3.4	1.8	-3.3	-2.4	-37.5	-8.9	-3.8	-0.5
COC(=O)c1ccc(C2/C(=C(\O)c3ccc4c(c3)OCCO4)C(=O)C(=O)N2CCCN2CCOCC2)cc1 (stereo unspecified)	-6.9	4.5	0.6	-1.2	-1.7	-2.4	-4.6	-4.5	6.6	-2.0
Cc1ccccc1N1CCN(S(=O)(=O)N(C)C)CC1	-6.6	8.4	-1.0	-1.8	0.2	0.1	11.5	-14.3	3.3	0.7
COCCCn1c(=S)[nH]c2ncccc2c1=O	-11.2	0.5	-4.6	-2.8	3.9	-0.7	-21.5	-4.9	-9.2	2.4
O=C(Nc1ccccc1O)c1ccc(NS(=O)(=O)c2cccc3cccnc23)cc1	-12.7	3.5	2.2	-1.0	-5.1	-10.1	-0.5	-4.8	12.8	-2.4
CN1CC(=O)Nc2ccc([N+](=O)[O-])cc2C1=O	-1.0	-5.9	0.5	5.1	-2.5	-3.0	42.3	-5.7	-4.1	0.3
Cc1c(NC(=O)CSc2ccc3c(c2)OCCO3)c(=O)n(-c2ccccc2)n1C	-6.7	-1.0	-0.1	-1.5	-2.0	-0.4	14.2	11.7	-4.2	0.4
Cc1ccc(C(=O)c2coc3ccc(O)cc23)cc1	-5.3	6.4	-12.4	-1.0	3.8	-2.0	-29.7	9.0	-5.2	-1.4
Cc1c(CCC(=O)N2CCC(C(=O)O)CC2)c(=O)oc2cc3oc4c(c3cc12)CCCC4	0.9	4.4	1.2	-15.6	-3.1	-5.1	8.1	1.8	1.9	-1.3
CCCn1c(N)cc(=O)n(C)c1=O	2.1	-2.6	2.4	-1.2	3.5	.	4.0	-12.8	-1.4	-0.8
CCN(CC(=O)Nc1cccc(F)c1)CC(=O)Nc1ccccc1OC	-3.9	-7.0	1.6	-1.9	-0.4	-0.3	-8.6	-1.6	0.0	0.2
COc1ccc(-c2cc(C(=O)NC(Cc3cc4ccccc4[nH]3)C(=O)O)c(C)o2)cc1OC (stereo unspecified)	-0.8	13.8	5.8	2.2	2.1	-1.6	-10.9	-9.2	-5.6	0.8
Cc1cc(C)nc(NC(C)(C)C(=O)O)n1	-1.3	-14.8	0.2	2.6	-6.5	-20.4	18.1	-0.3	-5.3	2.6
COc1cc(N2CN=c3s/c(=C\c4ccccn4)c(=O)n3C2)cc(OC)c1OC	-9.5	1.7	2.7	9.9	4.4	-0.9	14.0	4.4	-3.5	1.3
Cc1cc(Oc2ccc(C(C)(C)C)cc2)nc(N2CCOCC2)n1	-7.0	-5.1	-8.3	-0.5	-3.5	0.2	54.7	2.3	-0.7	1.3
COc1ccc(-c2nn(-c3ccccc3)cc2C(=O)N/N=C/c2ccc([N+](=O)[O-])o2)cc1	-5.4	4.9	2.2	-3.4	2.1	0.3	-66.1	-1.7	2.5	0.5
Cc1csc(NC(=O)CSc2nnc(NC(=O)C3CC(=O)N(c4ccccc4)C3)s2)n1 (stereo unspecified)	-15.3	-3.5	7.8	-3.5	-4.3	-0.5	-9.4	-6.1	0.9	-2.1
O=C(c1cccc2ccccc12)N1CCN(c2ccc([N+](=O)[O-])c(N3CCOCC3)c2)CC1	-4.0	4.1	7.8	-7.3	-4.0	0.0	-25.5	8.9	4.3	-0.2
COc1ccc(CCNC(=O)CNC(=O)c2ccc(Br)o2)cc1OC	6.5	-0.7	-3.4	-3.0	-0.7	-0.4	12.0	-1.0	2.1	2.2
CC(c1ccon1)N(C)Cc1c(C(=O)N(C)Cc2ccccc2)nc2ccccn12 (stereo unspecified)	-8.3	6.7	-2.3	-1.7	1.1	-0.5	16.2	-3.1	6.3	-1.5
COC(=O)c1ccc(S(=O)(=O)N2Cc3ccccc3C2)cc1	-1.9	-3.2	-2.7	-5.3	-1.9	.	11.4	-5.3	5.0	1.0
CCOC(=O)c1c(C)oc2cc(Cl)c(O)c(CN(C)C)c12	-7.0	-3.1	-3.0	.	-2.9	-1.0	.	10.1	-0.9	-1.2
CCc1nc(SCC(=O)N2CCc3cc(OC)c(OC)cc3C2)c(C#N)cc1C	0.4	-7.0	-5.3	-1.2	-5.1	-2.6	-10.9	-9.9	-0.3	-0.5
C=CCn1c(=NC(=O)c2ccccc2[N+](=O)[O-])sc2cc(S(C)(=O)=O)ccc21	-0.2	-0.5	0.5	-5.7	2.5	-0.2	-31.2	-4.3	1.2	0.7
COc1ccc(OC)c(S(=O)(=O)Nc2cnc3ccccc3c2)c1	2.5	-6.0	-2.2	-1.7	-0.3	.	22.6	-0.3	1.0	-1.3
Cn1c(CNC(=O)c2cccs2)nnc1SCC(=O)Nc1ccccc1	-5.6	5.5	2.5	1.2	4.7	-0.3	16.0	3.2	0.8	1.7
